Nrf2 block – Nrf2 qHTS screen for inhibitors. Potency, µM (series often up to 46 µM), for inactives: top-dose activity change, negative = inhibition, actives largely listed as inhibitors. A549 ARE-Fluc reporter, luciferase luminescence, 18-24 h. AID 504444, 2011. actives 2.1% (n = 360,000); also: potency is read from the fitted curve at half-maximal effect; % is scaled to controls: 0 for no effect and ±100 for the full control effect; nearly all actives have a fitted effect of over 60% in size
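In this cell-based qHTS, ARE-driven firefly luciferase in A549 cells reports Nrf2 activity; the luminescent signal after BugLite lysis is the measured value, with a prior CellTiter-Fluor read for cell health.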
EPAC2 agonist – qHTS for Agonist of cAMP-regulated guanine nucleotide exchange factor 4 (EPAC2): primary screen; actives 0.079% (n = 360,000); Potency, µM (top dose mostly 154 µM), without a hit: top-dose activation, usual class: activators; EPAC2 activation, biochemical qHTS; response scale: 100% = 6.5 mM cAMP response; Rap guanine nucleotide exchange factor 4 (Homo sapiens), Q8WZA2; also: potency is read from the fitted curve at half-maximal effect; nearly all actives have a fitted effect of over 50% in size
Target sequence (Q8WZA2 whole entry, looked up): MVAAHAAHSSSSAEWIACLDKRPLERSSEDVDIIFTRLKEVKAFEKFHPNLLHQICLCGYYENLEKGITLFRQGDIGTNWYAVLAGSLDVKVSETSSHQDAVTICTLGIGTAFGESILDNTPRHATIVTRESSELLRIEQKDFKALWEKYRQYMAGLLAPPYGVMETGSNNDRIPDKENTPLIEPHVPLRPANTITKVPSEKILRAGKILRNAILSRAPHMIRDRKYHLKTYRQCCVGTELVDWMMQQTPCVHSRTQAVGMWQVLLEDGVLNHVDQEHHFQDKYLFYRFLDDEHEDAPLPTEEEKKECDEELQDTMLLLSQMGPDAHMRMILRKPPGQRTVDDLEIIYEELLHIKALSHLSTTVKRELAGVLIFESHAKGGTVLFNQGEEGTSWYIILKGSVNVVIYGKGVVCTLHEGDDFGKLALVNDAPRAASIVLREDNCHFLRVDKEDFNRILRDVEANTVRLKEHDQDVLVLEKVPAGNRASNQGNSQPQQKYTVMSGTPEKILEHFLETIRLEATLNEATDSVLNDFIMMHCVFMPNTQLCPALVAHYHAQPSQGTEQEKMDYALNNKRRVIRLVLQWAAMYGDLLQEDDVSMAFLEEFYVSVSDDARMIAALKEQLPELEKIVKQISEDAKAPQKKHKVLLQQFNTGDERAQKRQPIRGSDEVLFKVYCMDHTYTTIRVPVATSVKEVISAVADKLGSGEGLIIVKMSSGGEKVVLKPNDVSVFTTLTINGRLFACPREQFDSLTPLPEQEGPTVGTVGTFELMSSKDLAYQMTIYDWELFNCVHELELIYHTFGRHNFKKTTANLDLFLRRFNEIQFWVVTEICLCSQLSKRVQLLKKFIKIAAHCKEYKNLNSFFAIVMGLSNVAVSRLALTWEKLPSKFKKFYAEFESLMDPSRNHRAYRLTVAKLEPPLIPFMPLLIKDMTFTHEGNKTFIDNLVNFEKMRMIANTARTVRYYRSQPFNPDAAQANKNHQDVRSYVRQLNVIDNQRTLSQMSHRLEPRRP
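EPAC2 (100 nM) mixed with Rap1B loaded with BODIPY-GDP (250 nM) plus 50 uM unlabeled GDP; compounds pinned in, 5 min RT, then read every 5 min for 30 min (ex 480, em 540 nm). Normalized to cAMP control.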
TGFb SMAD3 inh – qHTS for Inhibitors of TGF-b; HepG2 CAGA-GFP TGF-b/SMAD3 reporter, GFP fluorescence, 18 h; TGF-beta stimulated, 500 pg/mL final; Potency, µM (doses to about 46.1 µM), without a hit: at the highest dose activity, negative = inhibition, actives largely listed as inhibitors; actives 1.2% (n = 410,000); also: potency is read from the fitted curve at half-maximal effect; % is scaled to controls: 0 for no effect and ±100 for the full control effect; nearly all actives have a fitted effect of over 65% in size
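Per well, imaged GFP fluorescence of HEPG2 CAGA-GFP cells gives the signal; cells get compound, then TGF-beta (500 pg/mL final), 18 h at 37 degrees C; %Activity versus -TGF-beta and +DMSO controls.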
EPAC2 antagonist – qHTS for Antagonist of cAMP-regulated guanine nucleotide exchange factor 2 (EPAC2): primary screen; Rap guanine nucleotide exchange factor 4 (Homo sapiens), Q8WZA2; EPAC2 GEF exchange of Rap1B-BODIPY-GDP, fluorescence; Potency, µM (highest dose often 114 µM), inactives show at the highest dose activity, negative = inhibition, actives largely listed as inhibitors; actives 0.18% (n = 360,000); also: potency is read from the fitted curve at half-maximal effect; % is scaled to controls: 0 for no effect and ±100 for the full control effect; nearly all actives have a fitted effect of over 45% in size; many of its hits are not listed in these tables
Akt phos inh – HTS Assay for Inhibitors of Akt Phophorylation: Primary Screen. Neuro2A IGF-stimulated pAkt S473 HTRF, 20 min; stronger effect = lower value. actives 0.32% (n = 360,000). activity change, % for hits at 50 µM; in the data active = activity change below about -80%; inconclusive = mostly about -51% to -80%; also: % is scaled to controls: 0 for no effect and ±100 for the full control effect
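Neuro2A cells (4,500/well, DMEM with 0.5% FBS) were treated with compound at a single 50 µM final concentration, stimulated with 6 nM IGF for 20 min at 37 °C, and lysed. Phospho-Akt Ser473 was read by HTRF as 665/615 ratio ×10^4.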
MmCpn inh – Inhibitors of TCP-1 ring complex (TRiC) of Methanococcus maripaludis (MmCpn): qHTS; Chaperonin Mm-Cpn (Methanococcus maripaludis); actives 0.031% (n = 330,000); AID 504842, 2011; purified Mm-Cpn ATPase, ADP Transcreener TR-FRET; Potency, µM (doses to about 76.9 µM), for the others: at the highest dose activity, negative = inhibition, usual class: inhibitors; also: potency is read from the fitted curve at half-maximal effect; % is scaled to controls: 0 for no effect and ±100 for the full control effect; nearly all actives have a fitted effect of over 80% in size
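Quantitative HTS used 25 nM Mm-CPN and 10 uM ATP in magnesium/KCl Tris buffer, pH 7.4, with 1 mM DTT. Hydrolysis ran 30 min at 37°C; ADP was read by HTRF.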
Nrf2 ARE act – qHTS of Nrf2 Activators; AREc32 ARE-luciferase reporter (MCF7-derived line), luminescence, 24 h; Potency, µM (top dose mostly 46.1 µM), for inactives: at the top dose activation, actives largely listed as activators; actives 0.31% (n = 410,000); also: potency is read from the fitted curve at half-maximal effect; % of control where 0% means no effect; nearly all actives have a fitted effect of over 65% in size
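Steps: seed AREc32_Fluc cells (1000/well, 5% FBS OPTI-MEM); incubate overnight at 37 deg C; add 23 nL compound; incubate 24 hr; add Steady-Glo; hold 30 min RT; read luminescence.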
CCT modulator – High-Throughput Screening for Modulators of Cytosolic Chaperonin Activity; purified chaperonin ATPase assay, HTRF ADP detection, 30 min; activity change, % (test concentration not listed), hits read low; actives 0.3% (n = 360,000); in the data active = activity change below about -30%; also: % is scaled to controls: 0 for no effect and ±100 for the full control effect
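TRiC at 40 or 20 nM final (batch-dependent) in 30 mM Tris pH 7.4, 100 mM KCl, 5 mM MgCl2, 1 mM DTT, with compound at single 76 uM and 10 uM ATP, 30 min at 37 deg C. ADP detected by HTRF Transcreener, 665/615 ratio.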
A549 tox – Nrf2 qHTS screen for inhibitors: counterscreen for cytotoxicity; Potency, µM (top dose mostly 46 µM), for the others: top-dose activity change, negative = cytotoxicity, most hits filed as inhibitors; actives 0.16% (n = 390,000); A549 ARE-Fluc cells, CellTiter-Fluor viability, 18-24 h; also: potency is read from the fitted curve at half-maximal effect; % is scaled to controls: 0 for no effect and ±100 for the full control effect
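Cytotoxicity counterscreen: CellTiter-Fluor fluorescence was measured in A549 ARE_Fluc cells after 18-24 h of compound exposure in a concentration series. The subsequent BugLite luminescent read reports ARE-luciferase activity.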
* hit, by the source's call; i = inactive; ? = inconclusive; / = not tested or not shown; & = joins results of further samples; [ ] = dose if it differs, or a comment. Unless noted, calls follow the shape of the dose curve; as a rule, active = well fitted curve in the direction sought with a large enough effect; inconclusive = small, poorly fitted or top-dose-only effect, or another doubt; inactive = no such curve, though single readings can be large; an effect the other way counts as inactive or inconclusive. Only part of the results is shown (hit frequency here may not be typical).

SMILES	Nrf2 block	EPAC2 agonist	TGFb SMAD3 inh	EPAC2 antagonist	Akt phos inh	MmCpn inh	Nrf2 ARE act	CCT modulator	A549 tox
CCc1nc(N(CC)CC)c2oc3ccccc3c2n1	-0.1%	20.9%	9.6%	-18.5%	i	-2.2%	-0.5%	0.7	2.5%
CCc1ccc(CCC(=O)Nc2ccc(Cl)cc2)o1	9.8%	11.0%	0.0%	-3.0%	i	1.3%	8.7%	0.8	?
CCN1C(=C(C#N)C#N)C=Cc2ccccc21	-17.6%	11.9%	-0.7%	4.2%	i	0.9%	0.3%	-3.3	-12.8%
COC(=O)c1ccc(NC(=O)CCc2c(C)nc3c(c(C)nn3C(C)(C)C)c2C)cc1	?	/	15.8µM*	/	/	/	-3.9%	/	-12.6%
CCOc1ccc(S(=O)(=O)Nc2ccc(S(=O)(=O)N3CCCC3)cc2)cc1	0.0%	11.8%	0.8%	-0.8%	i	0.1%	-0.3%	0.7	4.8%
CCCCn1c(-c2ccccc2)cnc1SCC(=O)NCCc1ccc(OC)c(OC)c1	23.3%	-0.6%	?	-3.3%	i	-1.5%	5.5%	0.9	-8.8%
O=C(NCc1ccco1)C1CCC(N2C(=O)C3C4CCC(C4)C3C2=O)CC1 (stereo not drawn)	-23.2%	9.8%	16.0%	34.8%[activator]	i	-3.2%	0.0%	0.3	2.2%
Cc1nc(C(=O)NC2CCCCC2)sc1C1(C)CC(c2cccc([N+](=O)[O-])c2)=NO1 (stereo not drawn)	?	13.6%	?	-3.0%	i	1.1%	3.3%	-1.0	9.8%
Cc1cc(C(=O)N(C2CCCCC2)C2CCCCC2)no1	-24.8%	9.2%	?	-2.6%	i	-2.0%	0.1%	-4.8	4.0%
O=C(CCS(=O)(=O)c1ccc(Br)s1)NC1CCCC1	7.8%	4.8%	-19.2%	-3.4%	i	-7.4%	-0.6%	-3.2	-9.2%
Cc1ccc(-c2nnc(N3CC(C)OC(C)C3)c3ccccc23)cc1 (stereo not drawn)	-21.6%	8.8%	0.8%	-8.5%	i	-0.8%	1.8%	-4.9	2.6%
O=C(CNC(=O)c1cccnc1)N=Nc1c(O)[nH]c2c(Br)cc(Br)cc12	2.6%	-4.9%	-3.9%	6.4%	i	0.9%	5.2%	-1.9	1.8%
NC(=O)CC(NC(=O)c1ccccc1)c1ccc(NCc2ccccc2)c([N+](=O)[O-])c1 (stereo not drawn)	?	7.5%	-22.6%	3.8%	i	2.5%	4.5%	-3.6	-13.1%
CC(C)CC1NC(=O)N(CC(=O)Nc2ccc3c(c2)CCC3)C1=O (stereo not drawn)	0.6%	3.7%	-4.6%	3.6%	i	-6.5%	0.7%	-1.7	-0.1%
Cc1ccsc1C1C2=C(CC(C)(C)CC2=O)Nc2ncnn21 (stereo not drawn)	-10.2%	32.2%	?	7.1%	i	-0.3%	-0.7%	-6.6	-12.8%
Cc1cccc(C)c1Nc1nnc(SCC(=O)NC2CCS(=O)(=O)C2)s1 (stereo not drawn)	16.5%	-0.5%	7.7%	14.5%	i	2.4%	-0.1%	-0.6	0.2%
CCCS(=O)(=O)c1nc(S(=O)(=O)c2ccc(C)cc2)c(NCCCN2CCCC2=O)s1	-18.2%	2.5%	-2.1%	-5.6%	i	2.0%	-0.5%	-2.6	-0.8%
CCN(CC)C(=O)Cn1cc(S(=O)(=O)CC(=O)NCc2ccccc2)c2ccccc21	-9.6%	10.1%	20.3%	20.6%	i	-6.4%	0.1%	-0.1	-11.7%
CC(C)N(C(=O)c1ccc(Cc2cn(C)c3ccccc23)nc1)C(C)C	/	4.8%	-2.6%	-2.0%	i	/	0.0%	-1.6	/
COC(=O)[C@@]1(C)CC[C@]2(C)CC[C@@]3(C)C(=CC(=O)C4[C@@]5(C)CC[C@H](O)C(C)(C)[C@@H]5CC[C@]43C)[C@H]2C1 (stereo partly drawn)	25.9%	-4.3%	-9.1%	-3.2%	i	-0.1%	10.8%	0.3	2.9%
Cc1ccc([N+](=O)[O-])cc1N=Nc1c(C)[nH]n(C(N)=S)c1=O	3.9%	-6.8%	?	0.7%	i	2.4%	18.1%	-1.5	-4.5%
Cc1ccc(S(=O)(=O)NN2C(=O)c3ccccc3NC2c2ccccc2)cc1 (stereo not drawn)	2.0%	7.3%	9.4%	-9.4%	i	1.3%	0.3%[9.22 µM]	0.3	0.1%
CCc1ccccc1NC(=S)N(CCOC)C(C)c1ccco1 (stereo not drawn)	5.7%	5.1%	-17.2%	-24.5%	i	0.1%	-0.8%	0.9	-2.6%
Cc1cccc(C)c1NC(=O)CSc1nnc(-c2ccco2)n1N	-11.3%	3.4%	9.8%	10.6%	/	1.7%	0.1%	2.1	-3.5%
CC12CC(NC(=O)N1c1cccc(C(=O)N3CCN(c4ccccc4F)CC3)c1)c1ccccc1O2 (stereo not drawn)	-29.3%	-3.9%	-1.2%	0.3%	i	1.9%	-0.7%	0.4	2.6%
Cc1ccc(N2CC(NS(=O)(=O)c3cccs3)CC2=O)cc1C (stereo not drawn)	11.9%	-0.2%	-2.8%	15.7%	i	1.7%	0.4%	-1.3	1.6%
COc1cc2oc3cc(C#Cc4ccc(N)cc4)ccc3c(=O)c2cc1OC	16.4µM*	26.2%	?	22.5%	i	/	0.0%	-0.5	?
O=C(NCc1ccc(OC(F)(F)F)cc1)C1CC2Cn3c(nc4ccccc43)C2N1Cc1ccccc1 (stereo not drawn)	-8.2%	-2.8%	?	19.1%	i	0.8%	-0.7%	-0.2	-19.3%
CN(C)CCN(Cc1ccccc1)S(=O)(=O)c1ccc2c(c1)n(C)c(=O)c(=O)n2C	-1.3%	-0.2%	0.9%	-4.8%	i	-1.3%	-0.1%	1.9	0.4%
COCCn1c(SCC(=O)Nc2ccc3c(c2)OCCO3)nnc1C(C)C	1.1%	15.7%	10.2%	-9.4%	i	2.6%	0.3%	-3.5	-2.7%
CC1(C)CC2c3cccc(C(=O)O)c3C(=O)N2c2c1ccc1ccccc21 (stereo not drawn)	-13.4%	8.8%	-5.6%	14.7%	i	-0.6%	0.0%	-0.4	-5.2%
CCC1(C)Cc2c(sc(NC(=S)NC(=O)c3ccccc3)c2C#N)CO1 (stereo not drawn)	?	-6.1%	-13.4%	3.6%	i	1.7%	5.3%	-19.3	-10.4%
COc1cc2c(-c3ccccc3O)nc3c(c(C)nn3-c3ccccc3)c2cc1OC	?	-1.9%	22.1%&-16.7%	6.4%	i	-7.1%	3.6%&0.3%	1.9	-5.8%&-0.8%
Cc1cc(NC(=O)c2ccc3c(c2)OCO3)no1	-16.8%	13.1%	3.3%	0.2%	i	-0.1%	0.4%	-2.2	-4.5%
CCOc1cc(/C=C2\SC(=Nc3ccc(CC)cc3)NC2=O)ccc1OCC(=O)O	5.0%	2.0%	?	3.2%	i	-15.9%	0.3%	2.2	-8.7%
COCCc1nn2c(=O)cc(COC(=O)C(c3ccccc3)c3ccccc3)nc2s1	?	/	-15.8%	/	/	/	1.0%	/	2.8%
CCCc1nnc(NC(=O)CCN2C(=O)c3ccccc3C2=O)s1	5.3%	1.2%	-0.8%	4.9%	i	0.4%	-0.4%	-2.2	-7.1%
CC(C)N(C)C1CCN(S(=O)(=O)c2ccc(-c3ccc(=O)[nH]n3)s2)CC1	4.9%	10.5%	-3.6%	7.6%	i	1.2%	-1.1%	1.8	6.0%
COc1ccc(-n2c(SCC(N)=O)nnc2-c2ccc(NS(=O)(=O)c3ccc(C)cc3)cc2)cc1	-13.6%	4.7%	-29.4%	15.9%	i	-3.5%	0.0%	-1.3	-1.7%[1.84 µM]
CN(C)CCC#CC1(O)c2ccccc2-c2ccccc21	3.7%	-0.5%	-4.8%	8.4%	i	1.0%	0.1%	-0.7	1.1%

Some of the entries so far, with each value named:
CC(C)N(C)C1CCN(S(=O)(=O)c2ccc(-c3ccc(=O)[nH]n3)s2)CC1
  Nrf2 block = 4.9%
  EPAC2 agonist = 10.5%
  TGFb SMAD3 inh = -3.6%
  EPAC2 antagonist = 7.6%
  Akt phos inh = i
  MmCpn inh = 1.2%
  Nrf2 ARE act = -1.1%
  CCT modulator = 1.8
  A549 tox = 6.0%
COc1ccc(-n2c(SCC(N)=O)nnc2-c2ccc(NS(=O)(=O)c3ccc(C)cc3)cc2)cc1
  Nrf2 block = -13.6%
  EPAC2 agonist = 4.7%
  TGFb SMAD3 inh = -29.4%
  EPAC2 antagonist = 15.9%
  Akt phos inh = i
  MmCpn inh = -3.5%
  Nrf2 ARE act = 0.0%
  CCT modulator = -1.3
  A549 tox = -1.7%[1.84 µM]
CCOc1cc(/C=C2\SC(=Nc3ccc(CC)cc3)NC2=O)ccc1OCC(=O)O
  Nrf2 block = 5.0%
  EPAC2 agonist = 2.0%
  TGFb SMAD3 inh = ?
  EPAC2 antagonist = 3.2%
  Akt phos inh = i
  MmCpn inh = -15.9%
  Nrf2 ARE act = 0.3%
  CCT modulator = 2.2
  A549 tox = -8.7%
Cc1cc(NC(=O)c2ccc3c(c2)OCO3)no1
  Nrf2 block = -16.8%
  EPAC2 agonist = 13.1%
  TGFb SMAD3 inh = 3.3%
  EPAC2 antagonist = 0.2%
  Akt phos inh = i
  MmCpn inh = -0.1%
  Nrf2 ARE act = 0.4%
  CCT modulator = -2.2
  A549 tox = -4.5%
